Cdc42 wt GTP – modulators of GTP binding to wildtype Cdc42, primary screen, biochemical, multiplex bead flow cytometry, Bodipy-GTP; 190,000 compounds, 0.2% hits; Cell division control protein 42 homolog (Homo sapiens), P60953; GST-Cdc42 beads; actives lie on both sides; percent activity (GTP binding), % at 10 µM;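 active = percent activity GTP binding at least 20 points away from the 100% baseline, either down as inhibitor or up as activator; inconclusive = compound flagged as likely green fluorescent from well-wide comparison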;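 also: median bead fluorescence of bound Bodipy-FL-GTP at 100 nM; 0% = excess unlabeled GTP control and 100% = no compound control; below 100% means less GTP binding so inhibitor and above means activator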
Target sequence (P60953 whole entry, looked up): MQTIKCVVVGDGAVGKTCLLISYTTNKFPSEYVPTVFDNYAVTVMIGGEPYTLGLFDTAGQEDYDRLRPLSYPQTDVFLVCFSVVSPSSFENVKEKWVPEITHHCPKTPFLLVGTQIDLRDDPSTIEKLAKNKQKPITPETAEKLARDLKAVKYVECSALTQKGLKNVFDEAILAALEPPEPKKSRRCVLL
Bcl-W Bim block – inhibitors of Bim binding to Bcl-W, primary screen, biochemical, multiplexed, bead-based flow cytometry; Bcl-2-like protein 2 (Homo sapiens), Q92843; Bim peptide-Bcl-W binding; inhibition, % at 10 µM; 190,000 compounds, 0.02% hits; AID 952, 2007;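 also: 0% = bound tracer without compound and 100% = peptide blocker; higher means less fluorescent Bim peptide bound to Bcl-W beads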
Target sequence (Q92843 whole entry, looked up): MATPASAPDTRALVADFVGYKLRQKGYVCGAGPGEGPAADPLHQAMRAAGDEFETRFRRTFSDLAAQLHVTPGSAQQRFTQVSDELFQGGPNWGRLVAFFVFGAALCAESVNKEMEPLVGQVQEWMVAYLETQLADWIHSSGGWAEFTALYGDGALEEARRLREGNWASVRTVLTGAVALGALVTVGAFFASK
Bim-Bcl-XL – inhibitors of Bim-Bcl-XL binding, primary screen, biochemical, multiplexed, bead flow cytometry, human Bcl-XL; Bcl-2-like protein 1 (Homo sapiens), Q07817; Bim peptide-Bcl-XL binding, fluorescence; inhibition, % at 10 µM; 190,000 compounds, 0.04% hits; AID 1007, 2008
Target sequence (Q07817 whole entry, looked up): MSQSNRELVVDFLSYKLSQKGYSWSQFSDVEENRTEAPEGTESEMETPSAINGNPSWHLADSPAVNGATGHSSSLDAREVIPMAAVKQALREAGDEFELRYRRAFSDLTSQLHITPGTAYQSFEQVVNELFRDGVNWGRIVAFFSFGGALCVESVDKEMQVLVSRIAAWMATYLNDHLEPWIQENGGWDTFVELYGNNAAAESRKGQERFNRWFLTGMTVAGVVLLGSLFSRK
Rac1 mut GTP – GTP binding modulators of activated mutant Rac1, primary screen, biochemical, bead-based flow cytometry, multiplex, fluorescent GTP; GST-Rac1 activated beads; actives lie on both sides; 100% means binding = to untreated wells; percent activity (GTP binding), % at 10 µM; 190,000 compounds, 0.11% hits; AID 764, 2007; Ras-related C3 botulinum toxin substrate 1 (Homo sapiens), P63000;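 active = GTP binding at least 20 percentage points away from the 100% baseline, in either direction, so actives lie on both sides; inconclusive = Compound likely fluorescent itself, or too few beads counted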
Bim-Bcl-B – inhibitors of Bim-Bcl-B binding, primary screen, biochemical, multiplexed, human Bcl-2 family | Bcl-2-like protein 10 (Homo sapiens), Q9HD36 | bead-based flow cytometry, Bim peptide-Bcl-B binding | inhibition, % at 10 µM | 190,000 compounds, 0.073% hits | AID 951, 2007;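 also: 0% = tracer peptide without compound and 100% = reference inhibitor peptide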
Rab7 wt GTP bind – modulators of GTP binding to Rab7, primary screen, biochemical, wildtype, multiplex bead flow cytometry | GST-Rab7 beads, fluorescent GTP binding; actives lie on both sides; untreated = 100%, excess cold GTP = 0% | GTP binding activity (percent of control), % at 10 µM | 190,000 compounds, 0.055% hits | AID 758, 2007;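 active = fluorescent GTP binding to Rab7 beads changed by at least 20 points from the 100% baseline, either direction, mostly lower; inconclusive = compound itself probably fluorescent, or too few beads counted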;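 also: median green fluorescence of bound Bodipy-FL-GTP per Rab7 bead population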
Rac1 wt modul – wildtype Rac1 GTP binding modulators, primary screen, biochemical, GST-Rac1 beads, flow cytometry, multiplex; 190,000 compounds, 0.27% hits; GTP binding activity (% of control), % at 10 µM; AID 757, 2007; fluorescent GTP binding; actives lie on both sides; 0 = cold GTP competed, 100 = untreated;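 active = GTP binding activity at least 20 points away from the 100% control level, either lower or higher; inconclusive = compound flagged as likely green fluorescent, judged across all proteins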
HRas wt GTP bind – modulators of GTP binding to HRas wildtype, primary screen, biochemical, bead-based flow cytometry, multiplex; GTP binding activity, % at 10 µM; GST-Ras wt beads, Bodipy-FL-GTP binding; actives lie on both sides; AID 759, 2007; GTPase HRas (Homo sapiens), P01112; 190,000 compounds, 0.14% hits;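 active = GTP binding activity at least 20% away from the 100% baseline, either lowered as inhibitor or raised as activator; inconclusive = flagged as likely green fluorescent, judged across all proteins in the well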;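 also: 0% = unlabeled GTP competition control and 100% = no-compound control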
Rab2A wt mod – modulators of GTP binding to Rab2A wildtype, primary screen, biochemical, dog, bead-based flow cytometry, multiplex. GTP binding activity, % at 10 µM. 190,000 compounds, 0.19% hits. Ras-related protein Rab-2A (Canis lupus familiaris), P61105. GST-Rab2 wt beads, Bodipy-GTP binding. AID 760, 2007;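 active = GTP binding activity at least 20 points away from 100%, either lowered or raised; inconclusive = signal likely due to the compound's own green fluorescence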;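 also: 0% = beads with excess unlabeled GTP and 100% = no-compound control corrected for plate trend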
Bcl-2 Bim block – inhibitors of Bim-Bcl-2 binding, primary screen, biochemical, multiplexed, human Bcl-2 family. Apoptosis regulator Bcl-2 (Homo sapiens), P10415. 190,000 compounds, 0.06% hits. inhibition, % at 10 µM. Bead-based flow cytometry, Bim peptide-Bcl-2 binding; in the data active = inhibition above about 40%; inconclusive = no clear call, values can overlap the other calls;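 also: 0% = no compound wells with probe peptide and 100% = reference peptide inhibitor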
Target sequence (P10415 whole entry, looked up): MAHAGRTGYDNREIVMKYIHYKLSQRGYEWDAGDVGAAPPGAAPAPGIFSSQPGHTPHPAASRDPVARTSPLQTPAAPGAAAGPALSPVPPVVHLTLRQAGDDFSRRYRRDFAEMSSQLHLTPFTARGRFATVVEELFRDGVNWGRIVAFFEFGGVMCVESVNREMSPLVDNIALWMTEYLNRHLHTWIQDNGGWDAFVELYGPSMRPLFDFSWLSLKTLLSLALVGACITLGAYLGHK
Bfl-1 Bim block – inhibitors of Bim binding to Bfl-1, primary screen, biochemical, multiplexed, bead-based flow cytometry; Bim-Bfl-1 binding inhibition; inhibition, % at 10 µM; Bcl-2-related protein A1 (Homo sapiens), Q16548; 190,000 compounds, 0.12% hits;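 also: 0% = wells without compound plus tracer and 100% = blocker peptide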
The depositor's hits bear a star; ? = inconclusive. Rule as the data show it, unless noted: active = inhibition above about 40%.

1. CCCc1[nH]nc2c1C1(C(=O)N(Cc3ccccc3)c3ccccc31)C(C(=O)OC)=C(N)O2 (stereo unspecified)
2. Cc1ccc(NC(=O)c2cn(CCC#N)nc2-c2ccc3c(c2)OCCO3)c([N+](=O)[O-])c1
3. O=c1[nH]c(=S)n(Cc2ccc(F)cc2)c(O)c1/C=N/N1CCCCC1
4. COc1nc2ccccc2c(=O)n1-c1ccc(Cl)cc1
5. CCC(=O)N1CC(=O)Nc2ccc(Br)cc2C1c1ccccc1 (stereo unspecified)

assay / entry	1	2	3	4	5
Cdc42 wt GTP	102	103	104	104	101
Bcl-W Bim block	-1	3	5	-4	-2
Bim-Bcl-XL	-3	5	1	-6	-2
Rac1 mut GTP	98	100	99	100	97
Bim-Bcl-B	-7	9	-4	-9	-1
Rab7 wt GTP bind	99	99	97	105	106
Rac1 wt modul	103	105	98	104	98
HRas wt GTP bind	98	103	95	100	97
Rab2A wt mod	100	104	95	102	99
Bcl-2 Bim block	-7	6	-6	-8	-1
Bfl-1 Bim block	-14	9	0	-16	-7

6. O=C(Cn1cnc2sc3c(c2c1=O)CCCC3)NCCCC(=O)N1CCC2(CC1)OCCO2
7. CCOC(=O)C1CN(C)CCC1=O (stereo unspecified)
8. O=C(COC(=O)c1ccccc1)Nc1ccc(Cl)cc1C(=O)c1ccccc1
9. CC[C@]12C=CCN3CCC4(c5cc(Br)c(OC)cc5N(C)C4[C@@](O)(C(=O)OC)[C@@H]1OC(C)=O)C32 (stereo partly specified)
10. Cc1ccc2c(c1)C1CN(C)CCC1N2S(=O)(=O)c1ccccc1 (stereo unspecified)

assay / entry	6	7	8	9	10
Cdc42 wt GTP	98	101	99	101	99
Bcl-W Bim block	2	4	1	6	4
Bim-Bcl-XL	-2	0	1	3	-6
Rac1 mut GTP	99	101	98	96	94
Bim-Bcl-B	-8	2	1	0	-5
Rab7 wt GTP bind	98	93	100	84	103
Rac1 wt modul	103	101	99	98	101
HRas wt GTP bind	98	99	97	95	100
Rab2A wt mod	100	97	99	98	98
Bcl-2 Bim block	-8	1	-1	5	-2
Bfl-1 Bim block	-8	1	-14	7	-11

Single values from above.
Entry for cpd 4 in Rab2A wt mod: 102
Entry for cpd 3 in Cdc42 wt GTP: 104

Of the compounds above, these have sulfur.
3. O=c1[nH]c(=S)n(Cc2ccc(F)cc2)c(O)c1/C=N/N1CCCCC1
6. O=C(Cn1cnc2sc3c(c2c1=O)CCCC3)NCCCC(=O)N1CCC2(CC1)OCCO2
10. Cc1ccc2c(c1)C1CN(C)CCC1N2S(=O)(=O)c1ccccc1 (stereo unspecified)

assay / entry	3	6	10
Cdc42 wt GTP	104	98	99
Bcl-W Bim block	5	2	4
Bim-Bcl-XL	1	-2	-6
Rac1 mut GTP	99	99	94
Bim-Bcl-B	-4	-8	-5
Rab7 wt GTP bind	97	98	103
Rac1 wt modul	98	103	101
HRas wt GTP bind	95	98	100
Rab2A wt mod	95	100	98
Bcl-2 Bim block	-6	-8	-2
Bfl-1 Bim block	0	-8	-11

Continued:
11. O=C1NC(=O)N(c2ccccc2F)C(=O)/C1=C/c1ccc(Oc2ccc([N+](=O)[O-])cn2)cc1
12. Cc1ccsc1C(=O)C1CCCN(Cc2cccc(-n3cccn3)c2)C1 (stereo unspecified)
13. O=C1c2ccccc2C2(c3ccc(Cl)cc3)NCCN12 (stereo unspecified)
14. CC(Cc1ccccc1)NC(=O)/C=C/C(=O)O (stereo unspecified)
15. CC(C)C/C(=N/O)c1cn(C)c2ccccc12

assay / entry	11	12	13	14	15
Cdc42 wt GTP	100	97	105	94	99
Bcl-W Bim block	1	-4	-2	6	0
Bim-Bcl-XL	0	-8	-2	0	-1
Rac1 mut GTP	94	95	100	94	101
Bim-Bcl-B	0	-3	-4	0	-3
Rab7 wt GTP bind	105	101	103	96	96
Rac1 wt modul	97	98	103	91	101
HRas wt GTP bind	93	97	103	93	100
Rab2A wt mod	103	98	103	96	99
Bcl-2 Bim block	0	-1	-4	4	0
Bfl-1 Bim block	-4	-5	-2	0	-5

16. COc1ccc(-c2cc(C(F)(F)F)n3nc(C(=O)N4CCC5(CC4)OCCO5)cc3n2)cc1OC
17. CCC(=NCCc1c[nH]c2ccccc12)c1c(O)n(-c2ccc(C)cc2)c(=O)[nH]c1=O
18. Cc1cc(OC(=O)CCNC(=O)OC(C)(C)C)c2c3c(c(=O)oc2c1)CCC3
19. C=CCN1C(=O)NC(=O)/C(=C/C=C/c2ccccc2)C1=O
20. Cc1ccc(-n2c(C)nc3ccccc3c2=O)cc1C

assay / entry	16	17	18	19	20
Cdc42 wt GTP	91	104	101	91	93
Bcl-W Bim block	1	2	0	1	0
Bim-Bcl-XL	2	0	0	-2	0
Rac1 mut GTP	94	101	97	85	96
Bim-Bcl-B	0	2	-1	-4	-5
Rab7 wt GTP bind	96	106	98	105	99
Rac1 wt modul	90	107	99	87	96
HRas wt GTP bind	93	103	100	95	97
Rab2A wt mod	91	103	97	94	96
Bcl-2 Bim block	-3	-4	-5	4	-1
Bfl-1 Bim block	0	-8	-3	14	-4

21. c1cncc(CNC2=NCCCCC2)c1
22. CCCCn1c(N)c(C(=O)NCCN2CCOCC2)c2nc3ccccc3nc21
23. COc1ccc(C(=O)CC2(CC(=O)c3ccc(OC)cc3)C(=O)N(C)C(=O)N(C)C2=O)cc1
24. COP(=O)(NS(=O)(=O)c1ccccc1)OC
25. CN1C(=O)C(Cc2ccsc2)C(=O)N(C)C1=O

assay / entry	21	22	23	24	25
Cdc42 wt GTP	100	96	99	98	102
Bcl-W Bim block	5	0	4	-4	-1
Bim-Bcl-XL	-4	0	-2	-5	-1
Rac1 mut GTP	99	93	94	96	101
Bim-Bcl-B	-5	-1	-8	-2	0
Rab7 wt GTP bind	101	94	100	104	107
Rac1 wt modul	106	94	100	101	101
HRas wt GTP bind	98	96	101	102	106
Rab2A wt mod	98	94	99	102	105
Bcl-2 Bim block	-2	-1	-9	-3	-2
Bfl-1 Bim block	-6	-6	-13	-4	0

26. CC(=NCc1ccc2c(c1)OCO2)c1c(O)[nH]c(=O)[nH]c1=O
27. CCc1ccc(CNCCc2ccccc2F)cc1
28. c1ccc2c(c1)OCC(C1=NCCN1)O2 (stereo unspecified)
29. [N-]=[N+]=NC1C[C@H](n2ccc(=O)[nH]c2=O)O[C@@H]1CO (stereo partly specified)
30. NCCc1ccc(O)cc1

assay / entry	26	27	28	29	30
Cdc42 wt GTP	97	104	96	97	101
Bcl-W Bim block	0	-5	-1	-2	3
Bim-Bcl-XL	-2	-7	-1	-2	-9
Rac1 mut GTP	94	100	100	98	95
Bim-Bcl-B	0	-14	-4	-4	-6
Rab7 wt GTP bind	98	99	94	96	98
Rac1 wt modul	97	107	100	102	107
HRas wt GTP bind	97	101	97	99	99
Rab2A wt mod	96	99	98	100	98
Bcl-2 Bim block	-2	-20	-2	-2	-1
Bfl-1 Bim block	-1	-12	0	0	-12

31. Cn1c(C(=O)N2CCC(C(=O)N3CCC4(CC3)OCCO4)CC2)cc2sccc21
32. Cc1ccc(-c2nc(N(C)C3CCN(C)CC3)c3ccccc3n2)cc1
33. O=Cc1cn(Cc2cccc(F)c2)c2ccccc12
34. COC(=O)C1=C(C)OC(N)=C(C#N)C12C(=O)Nc1ccccc12 (stereo unspecified)
35. Nc1nonc1OCCCCOc1nonc1N

assay / entry	31	32	33	34	35
Cdc42 wt GTP	101	97	101	95	99
Bcl-W Bim block	-3	-4	-3	-2	0
Bim-Bcl-XL	3	-5	-6	-5	1
Rac1 mut GTP	97	97	104	93	91
Bim-Bcl-B	-5	-7	-4	-9	0
Rab7 wt GTP bind	102	100	96	102	99
Rac1 wt modul	98	97	100	99	92
HRas wt GTP bind	100	100	100	101	98
Rab2A wt mod	100	98	101	97	96
Bcl-2 Bim block	-9	-2	1	-2	-1
Bfl-1 Bim block	-15	-11	6	-7	-3

Entries above that contain a nitro group on carbon, in the order listed:
2. Cc1ccc(NC(=O)c2cn(CCC#N)nc2-c2ccc3c(c2)OCCO3)c([N+](=O)[O-])c1
11. O=C1NC(=O)N(c2ccccc2F)C(=O)/C1=C/c1ccc(Oc2ccc([N+](=O)[O-])cn2)cc1

assay / entry	2	11
Cdc42 wt GTP	103	100
Bcl-W Bim block	3	1
Bim-Bcl-XL	5	0
Rac1 mut GTP	100	94
Bim-Bcl-B	9	0
Rab7 wt GTP bind	99	105
Rac1 wt modul	105	97
HRas wt GTP bind	103	93
Rab2A wt mod	104	103
Bcl-2 Bim block	6	0
Bfl-1 Bim block	9	-4

The listing continues:
36. O=C(Nc1ccc(F)cc1F)c1cccnc1Oc1cccc(C(F)(F)F)c1
37. CC(C)N(CC#CCC1(O)c2ccccc2-c2ccccc21)C(C)C
38. Cc1ccc(-n2c(O)c(C=NC3CCCC3)c(=O)[nH]c2=O)c(C)c1
39. O=C(C1CCN(S(=O)(=O)N2CCOCC2)CC1)N1CCC2(CC1)OCCO2
40. O=C1/C(=C/c2ccncc2)N2CCC1CC2
41. CCCCn1c(O)c(C(CC)=NCCc2ccccc2)c(=O)[nH]c1=O

assay / entry	36	37	38	39	40	41
Cdc42 wt GTP	100	102	?	98	95	100
Bcl-W Bim block	0	-6	5	-4	-2	-3
Bim-Bcl-XL	-2	-11	-18	-6	-5	2
Rac1 mut GTP	98	101	?	94	97	98
Bim-Bcl-B	0	-12	-5	-3	-1	-6
Rab7 wt GTP bind	97	100	?	101	103	100
Rac1 wt modul	99	102	?	98	97	101
HRas wt GTP bind	100	102	?	101	97	100
Rab2A wt mod	98	103	?	100	98	100
Bcl-2 Bim block	-2	-5	-4	0	-5	-7
Bfl-1 Bim block	-14	0	-10	-4	-4	-9

High-throughput results from PubChem.

Only part of the results is shown (hit frequency here may not be typical).
